DNA FID counter: compounds displacing fluorescent DNA intercalator, primary screen, artefact control for HCV NS3 helicase inhibitor project, biochemical, FID fluorescence; DNA fluorescent intercalator displacement; 290,000 tested, 0.17% active; inhibition, % at 7.9 µM; AID 1845, 2009; in the data active = inhibition above about 37%;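 also: 0% = vehicle and 100% = reference compound; higher means more ethidium bromide displaced from hairpin DNA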
IDE cell activ: human IDE activators in live cells, primary screen, fluorescence polarization, HEK cells, FAbeta-B substrate | Insulin-degrading enzyme (Homo sapiens), P14735 | FAbeta-B cleavage; 0% vehicle, 100% cell-free pure enzyme wells | activation, % at 5.96 µM | 340,000 tested, 0.073% active | AID 493087, 2011;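 active = activation above the mean of all tested compounds plus 3 SD, set per screening campaign, cut at about 17% in these data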
IMP-1 inh: IMP-1 metallo-beta-lactamase inhibitors, primary screen, biochemical, epi-absorbance readout, Pseudomonas aeruginosa enzyme; metallo-beta-lactamase IMP-1 (Pseudomonas aeruginosa); purified IMP-1, nitrocefin hydrolysis, epi-absorbance fluorescence; inhibition, % at 5.6 µM; 290,000 tested, 0.45% active;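 active = inhibition above the mean plus 3 SD of all compounds in the same screening run, cut at about 4.5% in these data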;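 also: 0% = IMP-1 with DMSO and 100% = DMSO wells lacking enzyme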
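assay system = purified recombinant IMP-1 metallo-beta-lactamase enzyme | schedule = 15 min preincubation plus 25 min reaction at 25 °C | signal = Epi-absorbance fluorescence, 480 nm excitation, 530 nm emission | read-out basis = percent inhibition from optical density relative to buffer-blank wells | controls = IMP-1 with DMSO as 0%, enzyme-free DMSO as 100%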
UBC9 SUMO inh: inhibitors of in vitro SUMOylation cascade, primary screen, biochemical, HTRF, uHTS | SUMO-conjugating enzyme UBC9 (Homo sapiens), P63279 | HTRF SUMOylation assay, SAE1/SAE2 + UBC9 | inhibition, % at 35 µM | 290,000 tested, 0.36% active | AID 2006, 2009; in the data active = inhibition above about 50%, passing the limit was not always enough; also: strong numbers were not always called active
Target sequence (P63279 whole entry, looked up): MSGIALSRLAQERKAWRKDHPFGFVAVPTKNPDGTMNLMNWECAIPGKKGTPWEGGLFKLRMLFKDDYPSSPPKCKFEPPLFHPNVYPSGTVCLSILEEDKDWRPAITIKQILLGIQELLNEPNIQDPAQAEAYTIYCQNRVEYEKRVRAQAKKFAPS
pCIP destab: p/CIP-EGFP fusion destabilizers, primary screen, fluorescence, F442A cells | decrease of EGFP signal, % at 10 µM | 16 h | 290,000 tested, 0.01% active;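 active = EGFP signal decrease of at least 30% at 10 µM or well 3 SD below plate mean, unless failing retest; inactive = the rest, including hits failing retest or dose response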; also: some compounds called inactive have numbers as strong as hits; many of its hits are not listed in these tables
VIM-2 inhibitor: VIM-2 metallo-beta-lactamase inhibitors, primary screen, biochemical, epi-absorbance readout, Pseudomonas aeruginosa enzyme; 290,000 tested, 0.89% active; purified VIM-2, nitrocefin hydrolysis, epi-absorbance fluorescence; AID 1527, 2009; inhibition, % at 5.6 µM;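 active = inhibition above the mean of all tested compounds plus 3 SD, cutoff set per screening run, cut at about 7.5% in these data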;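 also: red hydrolysis product quenches plate fluorescence so inhibitors raise well fluorescence; 0% = enzyme with DMSO and 100% = DMSO without enzyme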
MEKK3 PB1 HTS: modulators of MEKK3-MEK5 PB1 binding, primary screen, biochemical, wildtype MEKK3, multiplex bead flow cytometry, Alexa488-MEK5 | Mitogen-activated protein kinase kinase kinase 3 (Homo sapiens), Q99759 | bead-based flow cytometry, Alexa488-MEK5 binding to MEKK3; actives lie on both sides; 0 = blocked by unlabeled MEK5, 100 = vehicle | binding response (% of control), % at 10 µM | 290,000 tested, 1.4% active | AID 1529, 2009;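 active = binding response more than 3 SD above or below the average of its plate-row segment, actives on both sides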;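 also: Alexa488 bead fluorescence after subtracting the streptavidin-only scavenger bead signal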
Target sequence (Q99759 whole entry, looked up): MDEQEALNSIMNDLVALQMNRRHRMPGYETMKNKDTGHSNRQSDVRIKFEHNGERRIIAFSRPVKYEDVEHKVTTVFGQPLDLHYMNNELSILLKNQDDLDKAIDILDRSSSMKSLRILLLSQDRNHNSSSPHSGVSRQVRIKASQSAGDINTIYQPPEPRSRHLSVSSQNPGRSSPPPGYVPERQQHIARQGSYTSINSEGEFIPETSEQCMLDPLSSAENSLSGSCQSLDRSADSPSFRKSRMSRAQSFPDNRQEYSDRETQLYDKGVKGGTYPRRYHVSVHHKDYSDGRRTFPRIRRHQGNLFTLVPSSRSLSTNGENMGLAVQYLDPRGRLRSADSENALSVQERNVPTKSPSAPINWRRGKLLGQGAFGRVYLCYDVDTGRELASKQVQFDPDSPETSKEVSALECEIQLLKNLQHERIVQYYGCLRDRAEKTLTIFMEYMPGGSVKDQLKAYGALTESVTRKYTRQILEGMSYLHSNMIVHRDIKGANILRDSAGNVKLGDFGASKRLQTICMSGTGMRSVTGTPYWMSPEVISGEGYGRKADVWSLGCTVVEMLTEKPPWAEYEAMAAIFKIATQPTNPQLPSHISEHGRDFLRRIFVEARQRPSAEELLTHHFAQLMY
PHOSPHO1 inh: PubChem AID 1565. 290,000 tested, 1.1% active. recombinant PHOSPHO1, absorbance phosphatase assay. Phosphoethanolamine/phosphocholine phosphatase (Homo sapiens), Q8TCT1. inhibition, % at 13.3 µM; in the data active = inhibition above about 60%
Target sequence (Q8TCT1 whole entry, looked up): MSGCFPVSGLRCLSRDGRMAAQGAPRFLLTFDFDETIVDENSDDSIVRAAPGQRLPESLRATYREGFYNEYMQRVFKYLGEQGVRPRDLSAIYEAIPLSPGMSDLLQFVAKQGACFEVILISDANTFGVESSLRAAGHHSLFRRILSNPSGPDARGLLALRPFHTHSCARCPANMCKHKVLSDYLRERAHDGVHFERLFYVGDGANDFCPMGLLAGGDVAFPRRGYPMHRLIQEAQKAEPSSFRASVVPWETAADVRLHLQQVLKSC
NS3 helicase inh: inhibitors of HCV NS3 helicase, primary screen, biochemical, Cy5 molecular beacon fluorescence | NS3 helicase DNA unwinding | inhibition, % at 10.9 µM | 290,000 tested, 0.56% active | AID 1800, 2009;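 active = inhibition above the mean of all tested compounds plus 3 SD, set per campaign, cut at about 35% in these data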;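 also: 0% = DMSO wells and 100% = thioflavine S control wells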
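Control set: DMSO versus 110 µM thioflavine S; Material: NS3 helicase fragment of HCV; Measured by: Cy5 fluorescence at 0 and 60 min, beacon hairpin quenching; Read-out basis: percent inhibition from t60/t0 fluorescence ratio; Times: reaction time 60 min, 25 °C; Repeats: single replicate; Compound dosing: single dose, 10.9 µM nominal final, DMSO 0.8% final.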
Starred values were filed as active, the others as inactive; . = no result given. Some of the compounds tested; the hit share may differ from the screen's.

Preview:
SMILES	DNA FID counter	IDE cell activ	IMP-1 inh	UBC9 SUMO inh	pCIP destab	VIM-2 inhibitor	MEKK3 PB1 HTS	PHOSPHO1 inh	NS3 helicase inh
COc1cccc(NC(=O)N2CCC(NC(=O)C(Cc3ccccc3F)NC(C)=O)CC2)c1 (configuration not stated)	-21	-3	-3.4	-1	-10	-3.9	101	45	0
CCn1cc(CN2CCC(C(=O)Nc3cccc(-c4cccc(Cl)c4)c3)CC2)cn1	36	4	1.4	-5	-7	0.8	106	46	-43

Main list, from the first entry:
SMILES	DNA FID counter	IDE cell activ	IMP-1 inh	UBC9 SUMO inh	pCIP destab	VIM-2 inhibitor	MEKK3 PB1 HTS	PHOSPHO1 inh	NS3 helicase inh
COc1cccc(NC(=O)N2CCC(NC(=O)C(Cc3ccccc3F)NC(C)=O)CC2)c1 (configuration not stated)	-21	-3	-3.4	-1	-10	-3.9	101	45	0
CCn1cc(CN2CCC(C(=O)Nc3cccc(-c4cccc(Cl)c4)c3)CC2)cn1	36	4	1.4	-5	-7	0.8	106	46	-43
CSCC[C@H](NC(=O)Nc1ccc(C)cc1C)C(=O)O	-5	2	-3.1	6	-23	-2.7	88	18	6
COc1cccc(/C=N/Nc2ccc(S(=O)(=O)O)cc2)c1O	0	3	-2.4	23	-10	0.0	98	92*	4
Cc1cc(NC(=O)C2CCCCC2)ncc1NC(=O)c1ccccn1	-21	-1	-3.1	12	-10	-2.4	102	45	7
COC(=O)c1cccc(NC(=O)CSCc2ccccc2)c1	-13	0	-0.1	12	7	-1.1	101	.	10
CN(CC(=O)N1CCCCCC1)S(=O)(=O)c1ccc(Br)s1	-8	.	-1.6	0	-12	0.4	99	-6	-6
CCc1cc2c(-c3ccccc3)cc(=O)oc2cc1OCC(C)=O	-34	-3	-2.4	1	6	5.5	100	14	-7
COCCNC(=O)c1onc(CSc2nc3ccccc3[nH]2)c1C(=O)NCCOC	-9	1	-3.1	5	-10	-1.6	104	15	7
CC1CC(NC(=O)/C(C#N)=C/c2ccc[nH]2)CC(C)(C)C1 (configuration not stated)	-7	2	-2.8	-4	-8	-3.2	101	3	-2
CC1CCN(C(=O)COC(=O)c2ccc(F)c(S(=O)(=O)N3CCOCC3)c2)CC1	-17	-4	-2.4	3	13	-1.0	102	24	-5
O=C(Nc1ccc(OCC(F)(F)C(F)F)c(C(F)(F)F)c1)c1ccccc1O	16	0	1.1	-18	5	-0.4	91	-7	-8
CC(C)(C)NC(=O)C(=O)NCc1ccncc1	3	2	-1.9	10	1	-1.9	100	-4	-7
CCc1nnc(NC(=O)CSc2nnc(COc3ccc(C)cc3)n2-c2ccccc2)s1	-8	6	-4.1	11	-6	-2.7	98	10	7
c1ccc(N/N=C(\Cc2ncc[nH]2)c2ccccc2)cc1	-4	3	-1.8	9	-2	-1.8	99	-31	9
O=c1[nH]c(C2CCCN(S(=O)(=O)c3cccc(F)c3)C2)nc2c1nnn2Cc1ccccc1 (configuration not stated)	-38	-7	-4.1	4	-16	-4.1	102	19	-1
c1ccc(Cn2c(NCc3ccncc3)nc3ccccc32)cc1	10	4	-2.8	8	-7	-3.2	101	-33	-8
Cc1cc(Cl)ccc1NC(=S)NCc1ccc(S(N)(=O)=O)cc1	-2	2	-2.8	-20	2	-0.7	103	-14	0
CSc1ccc(/C=N/NC(=O)c2cccc(Cl)c2)cc1	-6	-1	-0.3	7	-11	-1.9	94	-18	11
CCOc1ccc(-c2cc(C(=O)N/N=C(\C)c3cccnc3)c3ccccc3n2)cc1	-25	2	-5.5	28	-19	-4.3	99	30	10
CC(C)C(=O)NC(=S)N1CCc2ccccc21	0	3	-0.6	-3	2	-2.5	98	-11	3
CCC(C)Sc1nc2c(cnn2-c2ccc(F)cc2)c(=O)[nH]1 (configuration not stated)	-18	-3	0.5	5	-2	4.8	100	.	29
COC(CN(C)C(=O)c1cn(C)c2ccc(S(=O)(=O)N(C)C3CCCCC3)cc2c1=O)OC	-33	-1	-1.4	0	4	-0.6	97	-28	4
Cc1nnc(NC(=O)C2CCCN(S(=O)(=O)c3ccccc3C(F)(F)F)C2)s1 (configuration not stated)	-23	2	-1.9	15	-1	-2.7	104	-10	9
O=C(Nc1ccc(C(=O)N2CCCCC2)cc1)C1=CSCCO1	-22	1	-3.1	-10	7	-2.0	101	15	5
CCN(Cc1ccccc1)C(=O)C1CCN(C/C(C)=C/c2ccccc2)CC1	6	2	-3.2	-19	0	-1.9	94	11	-2
Cc1nnc(C)c2c(C)n(-c3ccc(Br)cc3)c(C)c12	-1	.	-1.9	3	-3	-0.4	103	-4	-2
Cc1cc(C)n(-c2nc3ccccc3c(=O)n2OCC(=O)N(C)C)n1	0	4	-3.3	4	-14	-4.1	102	-2	-6
Cc1cc(C(=O)CSc2nc3ccccc3o2)c(C)n1CC1CCCO1 (configuration not stated)	-9	2	-2.9	30	-10	-2.3	112	93*	1
Cc1ccc(C)c(OCc2cc(C(=O)N3CCc4sccc4C3)no2)c1	-32	4	-2.1	-9	-11	-0.8	102	18	-2
Cc1nn(CC(=O)Nc2ccc(Cl)cn2)c(C)c1Br	-4	4	-0.9	7	-14	-2.3	96	9	-2
COCCNC(=O)C(c1ccccc1)N(Cc1cccs1)C(=O)Cn1nnc2ccccc21 (configuration not stated)	-34	1	2.7	9	12	1.7	103	-18	2
CCC(=O)N1CCc2cc(S(=O)(=O)CCC(=O)N3CCN(c4ccc(Cl)cc4)CC3)ccc21	-59	-2	-2.6	11	-20	-0.7	102	10	0
O=C(Nc1ccccc1N1CCCC1)c1cc(Cl)ccc1Cl	-5	0	-1.8	4	-3	0.4	103	6	-1
COC(=O)Cn1c(=NC(=O)c2cc(OC)cc(OC)c2)sc2cc(OC)ccc21	-3	-11	-0.8	6	-13	-0.5	130*	10	2
Cc1cc(C(=O)COC(=O)c2nc3nccc(C)n3n2)c(C)n1CC1CCCO1 (configuration not stated)	-13	-1	-1.5	-6	5	-4.3	92	-7	-1
Cc1cccc(NC(=O)c2cc3n(n2)C(C(F)(F)F)CC(C2CC2)N3)c1C (configuration not stated)	-10	3	-1.7	13	-9	-3.0	102	-7	3
COCc1cc(C)nc2sc(C(=O)Nc3ccc(C(=O)OC)cc3)c(N)c12	-33	-7	-2.0	34	-8	0.3	103	36	-3
CC(=O)c1ccc2noc(-c3ccc(F)cc3)c2c1	-2	8	-1.9	11	-14	-1.6	105	-32	14
O=C(CSc1nnc(CNC(=O)c2cccs2)o1)NCCc1ccccc1	0	1	-0.9	25	-11	-1.3	107	-10	-1
COC(=O)c1sccc1NC(=S)N1C(C)CCCC1C (configuration not stated)	3	4	-0.5	2	-6	0.7	82	-20	-6
Cc1ccccc1NC(=S)NCCc1ccc(S(N)(=O)=O)cc1	0	3	-1.4	10	-15	-0.3	105	-10	1
CCOc1ccc(N(CC(=O)Nc2ccc(OC)cc2)S(=O)(=O)c2c(C)noc2C)cc1	-2	3	0.3	3	-13	-3.6	104	-2	3
CCCN1CCC(NC(=O)C2CC=CCC2C(=O)O)CC1 (configuration not stated)	-8	3	-0.6	13	-12	-2.8	102	28	22
CCOc1cc(Br)c(C(=O)O)cc1OC	1	-2	-2.3	0	-4	-0.5	88	3	4
O=C(CSc1nc2ccccc2[nH]1)N1CCN(S(=O)(=O)c2ccc(Cl)cc2)CC1	-28	0	-4.2	3	-9	-5.6	100	56	-3
Cc1cc(C)nc(SCC(=O)NC2CCCC2)n1	1	0	-0.5	5	-10	1.0	112	40	7
CC(C)CNC(=O)CSc1ccc(Cl)cc1	-1	4	-0.7	14	-6	1.0	107	14	6
Cc1onc(-c2ccccc2)c1C(=O)N/N=C/c1cn(C)c2ccccc12	-9	3	-3.5	23	-7	-3.3	100	23	4
CCOC(=O)Cn1c(=O)n(Cc2ccc(C)cc2)c(=O)c2cccnc21	-24	2	-0.4	1	-1	-1.1	105	20	-1
Cc1ccc(NCc2nnc(SCC(=O)NCc3ccco3)n2CC2CCCO2)cc1Cl (configuration not stated)	-29	-2	-1.9	-8	1	-0.2	114	-20	2
CCOc1ccc2[nH]c(C(=O)N/N=C/c3cc(OC)c(OC)c(OC)c3)cc2c1	-30	-4	-0.6	-2	-14	-5.3	105	31	7
CSc1ccc(/C=N/NC(=O)c2cccc(O)c2)cc1	-3	2	-0.6	14	5	-2.2	109	0	-2
Cc1ccc2c(c1)nnn2C1CCN(CC(=O)Nc2ccccc2N2CCOCC2)CC1	-40	-8	-2.1	-5	-10	-2.7	96	16	-14
CSCCC1NC(=O)N(CC(=O)Nc2ccc(-c3ccccc3)cc2)C1=O (configuration not stated)	-9	-12	-2.7	-15	0	-1.9	107	16	1
COc1ccc(OCc2nn3c(-c4ccco4)nnc3s2)cc1	-18	-1	-1.5	34	-15	1.0	102	8	-1
COCCNC(=O)Cn1cc(C(=S)N2CCOCC2)c2ccccc21	-3	1	-1.4	-1	14	-3.4	99	20	6
Cc1ccc2nc(-c3ccc(NC(=O)COC(=O)c4ccco4)cc3)sc2c1	-3	3	-1.9	9	5	1.7	97	14	0
CNc1c(NS(=O)(=O)c2ccc(C3CCCCC3)cc2)c(=O)oc2ccccc12	-9	-1	0.3	16	-4	0.8	102	-6	-7
CNC(=S)N/N=C/c1cc(C)n(-c2ccc(Cl)c(Cl)c2)c1C	-11	4	-2.4	-6	-6	-3.6	105	-18	0

Continuation:
SMILES	DNA FID counter	IDE cell activ	IMP-1 inh	UBC9 SUMO inh	pCIP destab	VIM-2 inhibitor	MEKK3 PB1 HTS	PHOSPHO1 inh	NS3 helicase inh
CN(C(=O)CCc1ccccc1)c1nnc(-c2ccncc2)s1	-10	9	-3.3	4	-14	0.6	99	50	5
Cc1ccc2cc(CN(Cc3ccccc3)Cc3nnnn3C3CCCC3)c(=O)[nH]c2c1	-9	-3	-3.2	-10	-10	-3.1	99	-11	1
CCn1c(=S)[nH]c2cc(C(=O)OC)ccc2c1=O	-2	2	-1.1	-1	-4	-1.3	97	3	6
COc1ccc(NS(=O)(=O)c2ccc3c(c2)Cc2ccccc2-3)cn1	-18	3	-4.5	-12	-6	-3.9	98	7	-7
O=C(NCc1ccco1)c1ccc2ccccc2c1	-5	2	-1.5	1	-2	-3.3	85	-30	-5
O=S(=O)(c1cccc(C(F)(F)F)c1)N1CCC(c2nc3ccccc3[nH]2)CC1	-8	9	-1.9	1	1	-7.0	103	23	-7
